Screens from PubChem.
Jurkat NFkB inh: inhibitors of the PMA/ionomycin-induced NF-kB reporter in Jurkat cells; PMA/ionomycin-induced NF-kB luciferase reporter, luminescence; inhibition, % at 4 µM; AID 435003; 330,000 tested, 0.53% active
697 NFkB inh: inhibitors of the PMA/ionomycin-induced NF-kB reporter in 697 B cells | 697 B-cell NF-kB luciferase reporter, 16 h | inhibition, % at 4 µM | 330,000 tested, 0.33% active; in the data active = inhibition above about 35%
HKDC1 inh: inhibitors of human hexokinase HKDC1. Q2TB90. recombinant HKDC1, G6PDH/diaphorase resazurin coupled fluorescence. inhibition, % at 20 µM. 340,000 tested, 0.16% active;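 active = inhibition above about 35% when tested at 20 µM, limit read from the data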;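 note: plate controls were DMSO wells with enzyme for no effect and DMSO wells lacking enzyme for full effect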
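Material – in-house recombinant HK5 (HKDC1) enzyme · Quantity – HKDC1 at 5 µg/mL · Buffer or medium – pH 8.0 Tris buffer with 10 mM MgCl2 · Reagent – glucose with 1 mM ATP · Dosing – single 20 µM dose · Times – reaction time 90 min, room temperature, protected from light · Technique – resorufin fluorescence at 613 nm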
SENP8 inh: SENP8 protease inhibition; inhibition, % at 10 µM; purified SENP8, Z-RLRGG-aminoluciferin cleavage, luminescence; 330,000 tested, 1.2% active
Target sequence (Q96LD8 whole entry, looked up): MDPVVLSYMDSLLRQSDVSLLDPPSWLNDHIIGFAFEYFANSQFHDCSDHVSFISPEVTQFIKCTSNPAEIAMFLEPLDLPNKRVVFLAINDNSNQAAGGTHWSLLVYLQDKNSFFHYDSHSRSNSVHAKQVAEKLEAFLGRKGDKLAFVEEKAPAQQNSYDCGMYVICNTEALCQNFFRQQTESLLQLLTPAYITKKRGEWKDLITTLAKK
Gli-Sufu block: Gli-Sufu pathway antagonism; Sufu-KO-LIGHT fibroblasts, Gli luciferase reporter luminescence; inhibition, % at 5 µM; 340,000 tested, 0.74% active; AID 588413;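 active = inhibition above about 55%, limit read from the data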;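 note: 0% = DMSO-treated cells and 100% = wells with medium but no cells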
SENP7 block: blocks the human protease SENP7 | Q9BQF6 | recombinant SENP7, Z-RLRGG-aminoluciferin luminescence, 40 min | inhibition, % at 5 µM | 330,000 tested, 1.5% active;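 active = inhibition above about 50% at the single test dose, limit read from the data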;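 note: plate controls were DMSO with enzyme for no effect and no enzyme buffer wells for full effect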
Target sequence (Q9BQF6 706-1050 limits assumed): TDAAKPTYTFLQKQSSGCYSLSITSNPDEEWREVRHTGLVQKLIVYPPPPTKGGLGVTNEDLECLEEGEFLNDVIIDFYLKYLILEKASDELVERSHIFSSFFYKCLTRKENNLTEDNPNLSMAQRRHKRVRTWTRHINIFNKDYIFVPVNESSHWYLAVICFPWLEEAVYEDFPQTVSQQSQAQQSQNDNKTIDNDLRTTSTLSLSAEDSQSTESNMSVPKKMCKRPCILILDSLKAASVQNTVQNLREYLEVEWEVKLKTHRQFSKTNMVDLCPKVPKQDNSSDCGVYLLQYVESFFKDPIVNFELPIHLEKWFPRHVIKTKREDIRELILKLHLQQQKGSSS
Apaf1 inhib: human Apaf-1 inhibition; O14727; inhibition, % at 20 µM; reconstituted apoptosome caspase-3 activity, DEVD-Rh110 fluorescence; AID 489030; 330,000 tested, 0.71% active; active = inhibition of at least 40% at 20 µM;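 note: plate controls were DMSO wells for no effect and DEVD-CHO caspase inhibitor wells for full effect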
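detection = Rh110 fluorescence intensity | test system = biochemical Apaf-1 apoptosome reconstitution | also added = cytochrome c and DEVD-Rh110 substrate | schedule = 30 min plus 50 min, RT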
UBC13 inh: blocks human UBC13 polyubiquitin chain formation | P61088 | TR-FRET | inhibition, % at 20 µM | 330,000 tested, 0.47% active | AID 485273; in the data active = inhibition above about 45%, passing the limit was not always enough
Target sequence (P61088 whole entry, looked up): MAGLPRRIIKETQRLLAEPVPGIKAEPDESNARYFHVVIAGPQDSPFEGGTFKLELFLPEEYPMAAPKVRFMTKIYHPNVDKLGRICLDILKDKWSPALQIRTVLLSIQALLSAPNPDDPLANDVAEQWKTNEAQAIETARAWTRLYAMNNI
* = called active by the depositor; . = no result given. Cut-off read from the data, not from the text of the source, unless noted: active = inhibition above about 50%; inactive = the rest.

SMILES	Jurkat NFkB inh	697 NFkB inh	HKDC1 inh	SENP8 inh	Gli-Sufu block	SENP7 block	Apaf1 inhib	UBC13 inh
O=[N+]([O-])c1c(N2CCN(CCO)CC2)nc2ccccn12	-13	8	-2	-11	-22	-9	3	-1
CC(C)CNC(=S)NC(=O)c1ccccc1Cl	-12	-16	-9	-8	-24	-8	12	-12
Cc1ccc(NC(=O)CO/N=C(\N)c2nonc2N)cc1C	-5	-3	-5	5	-1	6	-1	-3
O=C(Cc1ccccc1)NNC(=S)Nc1ccccc1	-4	-16	-11	-12	0	-5	5	0
Cc1noc(/C=C/N(C)C)c1S(=O)(=O)N1CCCC(C(=O)Nc2ccc(F)cc2F)C1 (centres undefined)	11	-2	-6	0	17	2	-3	-6
Cc1cccc(NC(=O)CN2CCN(C(=O)c3cccc(-n4cnnn4)c3)CC2)c1C	21	19	-5	8	-7	3	-11	7
Cc1ccsc1C(=O)OCC(=O)c1cc2ccccc2o1	-8	4	-7	12	-8	9	7	1
CCOc1ccccc1NC(=O)CSc1ccc([N+](=O)[O-])cc1	0	6	-1	5	9	-5	6	7
Brc1cccc(OCCN2CCCCC2)c1	9	12	10	-3	6	1	1	3
Cc1ccc(N(C(=O)c2csnn2)C(C(=O)NC2CCCCC2)c2ccccn2)cc1C (centres undefined)	-2	12	-3	9	-11	-1	1	3
O=C(NCCCN1CCOCC1)c1ccc2c(c1)N(Cc1ccccc1)CCS2	-14	-12	-6	4	4	7	-9	23
Cc1ccccc1NC(=O)C[n+]1cc(-c2ccccc2)n2c1CCC2	9	9	-2	-5	2	-3	-3	-3
CCN(Cc1ccccc1)C(c1ccccn1)c1nnnn1C(C)(C)CC (centres undefined)	-4	4	-3	-8	0	10	3	2
Cc1ccc(CN(C(=O)c2ccco2)C(C(=O)NC2CCCC2)c2cccnc2)cc1 (centres undefined)	4	8	3	-10	4	-13	-1	-12
O=C(COc1ccc(=O)n(-c2ccccc2)n1)Nc1ccccc1	15	4	5	-2	0	5	-3	-8
O=C(O)c1cccnc1-c1ncccc1C(=O)O	-12	-9	-5	-10	7	-7	-6	0
O=C(NCc1ccccc1)c1ccc(N2CCC3(CC2)CC(c2ccc(Cl)cc2)=NO3)c([N+](=O)[O-])c1	22	-22	-4	-9	46	-11	10	-37
CCCCn1c(N)c(N(CC)C(=O)c2cccs2)c(=O)[nH]c1=O	7	3	0	4	8	-7	-6	13
O=C(COC(=O)C1CC2CCCC(C1)C2=O)NC(=O)c1ccccc1 (centres undefined)	-15	8	-6	-6	2	-7	-3	-2
COc1cc(CNCCO)ccc1OCC(=O)Nc1ccc(Br)cc1	-21	11	-13	-7	-4	7	-5	7
CCCCOCCCNc1ncnc2c1[nH]c1ccccc12	39	29	-3	2	81*	10	-2	12
Cc1cc(S(=O)(=O)N(Cc2ccccn2)Cc2ccco2)ccc1-n1cnnn1	6	-9	-2	-4	-3	11	-3	0
Cc1ccc(Oc2ncnc3sccc23)cc1	-9	-77	-4	-2	-40	7	-13	-1
O=C(COc1ncnc2c(Cl)cc(Cl)cc12)NC1CCCCCC1	5	8	-9	-9	20	-7	14	-4
COc1ccc(NC(=O)CC2C(=O)OCC3CCCCN32)cc1Cl (centres undefined)	4	-17	1	-3	1	3	9	-3
COC(=O)c1c(NC(=O)Cc2cccs2)sc2c1CCC(C)C2 (centres undefined)	-52	-58	0	2	-31	4	14	4
COc1cc2c(cc1OC)CN(CCOc1ccc(Br)cc1)CC2	4	1	-5	-1	6	0	9	8
O=C(CN1C(=O)NC2(CCCCCC2)C1=O)Nc1ccc(Br)cc1Br	5	9	1	-2	-11	3	-3	1
CC1CCCN(C(=O)c2ccc([N+](=O)[O-])o2)C1 (centres undefined)	2	8	0	11	-14	3	-4	-3
O=C(CCCOc1ccc(Cl)cc1Cl)NCc1ccccn1	13	5	-12	-5	1	11	0	14

Record cards, as listed above.
Cc1cc(S(=O)(=O)N(Cc2ccccn2)Cc2ccco2)ccc1-n1cnnn1 in the list: Jurkat NFkB inh = 6; 697 NFkB inh = -9; HKDC1 inh = -2; SENP8 inh = -4; Gli-Sufu block = -3; SENP7 block = 11; Apaf1 inhib = -3; UBC13 inh = 0
COc1ccc(NC(=O)CC2C(=O)OCC3CCCCN32)cc1Cl (centres undefined) in the list: Jurkat NFkB inh = 4; 697 NFkB inh = -17; HKDC1 inh = 1; SENP8 inh = -3; Gli-Sufu block = 1; SENP7 block = 3; Apaf1 inhib = 9; UBC13 inh = -3

Further structures:
SMILES	Jurkat NFkB inh	697 NFkB inh	HKDC1 inh	SENP8 inh	Gli-Sufu block	SENP7 block	Apaf1 inhib	UBC13 inh
CC(C)(C)c1ccc(C(=O)NCCC(=O)N2CCCC2)cc1	-105	-121	-5	-3	-10	0	-1	5
CCOC(=O)CNC(=O)c1cc(C)oc1C	-6	3	.	10	.	1	-4	1
COc1ccc(-c2nc(CS(=O)CC(=O)NCc3ccc(Cl)cc3)c(C)o2)cc1 (centres undefined)	-9	-3	-1	-1	4	-1	13	6
Nc1nnc(-c2cccc(F)c2)s1	-13	-10	1	5	6	3	-13	1
C=CCn1c(N)cc(=O)nc1SCC(=O)N1CCN(c2ccc(F)cc2)CC1	9	-2	-15	10	-11	0	-3	-2
COc1ccccc1NC(=O)Cn1cnc2sc(C(=O)Nc3cc(OC)c(OC)c(OC)c3)c(C)c2c1=O	-7	-1	1	-9	3	-17	18	2
O=[N+]([O-])c1nn(-c2ccc3c(c2)OCCO3)n(O)c1=NCc1ccccc1Cl	-76	-115	-7	9	-83	64*	-10	-18
CCn1c2ccccc2c2nnc(SCC(=O)c3ccccc3)nc21	-9	3	-5	-1	5	0	16	1
CSc1ccccc1OCc1cc(C(=O)N2CCc3sccc3C2)no1	-12	2	-1	13	-15	-2	17	2
CC(C)[C@H](NC(N)=O)C(=O)Nc1cccc(S(=O)(=O)NC2=NCCCCC2)c1	10	8	5	1	1	4	-4	1
Cc1cc(C)c(S(=O)(=O)Nc2c(C)n(C)n(-c3ccccc3)c2=O)cc1[N+](=O)[O-]	-17	5	0	-5	-5	-2	4	3
Cc1cc(C)c2c(=O)[nH]n(C3CCCCCC3)c2n1	-1	-29	-4	3	-2	4	6	4
O=c1c2c(-c3cccs3)csc2ncn1-n1cccc1	13	-7	-1	0	-20	3	3	2
COc1cc(N2CCCC2)c(OC)cc1/C=C(/C#N)c1ccc(F)cc1	-4	5	10	-2	-70	2	9	-44
CCC(=O)N(Cc1c(C)nn(-c2ccccc2)c1Cl)c1ccc(Cl)cc1	-2	-11	2	6	20	0	16	10
CC(=O)c1ccccc1OCc1ccc(C(=O)c2ccccc2)cc1	14	-23	7	-8	1	-5	9	10
c1coc(CSSCc2ccco2)c1	-5	6	3	0	16	4	1	-3
Cc1cccc(N2CCN(C(=O)Cn3nc(Cc4ccncc4)c4ccccc4c3=O)CC2)c1C	6	-21	-9	2	8	-6	17	-2
COc1cc(O)ccc1C=O	-3	0	-6	-12	3	-2	-7	-18
COc1ccc(-c2nnn3c2nc(NCc2ccccc2)c2ccccc23)cc1	4	4	-1	8	6	-3	-15	14
CC(C)CS(=O)(=O)C1=NN2C(=N)/C(=C\c3ccc(OC(=O)c4ccco4)cc3)C(=O)N=C2S1	0	-8	15	-6	-14	-15	4	-19
Cc1cc(OCCCn2ccnc2)cc(C(C)C)c1	9	-9	-1	2	-15	5	-12	19
O=C(O)c1ccc2cccc(Cl)c2c1O	4	-14	8	0	1	11	-12	-14
O=C(Cn1cc(C(=O)c2cccs2)c2ccccc21)NCc1cccs1	-23	-27	1	-3	-20	4	9	42
C=C(C)C1CC=C(C)/C(=N/Nc2ccccc2[N+](=O)[O-])C1 (centres undefined)	-6	-7	8	-5	-8	-4	7	-47
O=C(Cc1ccc(-n2c(=O)c3sccc3n(Cc3ccc(F)cc3)c2=O)cc1)NCc1ccco1	26	6	0	6	3	0	6	8

By substructure: the compounds so far containing a Cl atom.
SMILES	Jurkat NFkB inh	697 NFkB inh	HKDC1 inh	SENP8 inh	Gli-Sufu block	SENP7 block	Apaf1 inhib	UBC13 inh
CC(C)CNC(=S)NC(=O)c1ccccc1Cl	-12	-16	-9	-8	-24	-8	12	-12
O=C(NCc1ccccc1)c1ccc(N2CCC3(CC2)CC(c2ccc(Cl)cc2)=NO3)c([N+](=O)[O-])c1	22	-22	-4	-9	46	-11	10	-37
O=C(COc1ncnc2c(Cl)cc(Cl)cc12)NC1CCCCCC1	5	8	-9	-9	20	-7	14	-4
COc1ccc(NC(=O)CC2C(=O)OCC3CCCCN32)cc1Cl (centres undefined)	4	-17	1	-3	1	3	9	-3
O=C(CCCOc1ccc(Cl)cc1Cl)NCc1ccccn1	13	5	-12	-5	1	11	0	14
COc1ccc(-c2nc(CS(=O)CC(=O)NCc3ccc(Cl)cc3)c(C)o2)cc1 (centres undefined)	-9	-3	-1	-1	4	-1	13	6
O=[N+]([O-])c1nn(-c2ccc3c(c2)OCCO3)n(O)c1=NCc1ccccc1Cl	-76	-115	-7	9	-83	64*	-10	-18
CCC(=O)N(Cc1c(C)nn(-c2ccccc2)c1Cl)c1ccc(Cl)cc1	-2	-11	2	6	20	0	16	10
O=C(O)c1ccc2cccc(Cl)c2c1O	4	-14	8	0	1	11	-12	-14
